Screening results: PubChem, Sanford-Burnham Center for Chemical Genomics
tim10-1 inh: tim10-1 yeast growth inhibition. 330,000 tested, 2.2% active. S. cerevisiae tim10-1 ts strain growth, BacTiter-Glo, 24 h. inhibition, % at 20 µM. AID 463190;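 active = inhibition of at least 40%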;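 also: mutant grown at 25 °C; 0% = DMSO wells with yeast and 100% = wells holding no yeast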
UPR XBP1 act: activators of adaptive arm of unfolded protein response (XBP1) | CHO-XBP1 luciferase reporter, IRE1-XBP1 UPR activation, luminescence; percent of tunicamycin response, DMSO as zero | activation, % at 20 µM | 330,000 tested, 0.33% active;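 active = versus positive control, 20 µM dose yields 30% or more activation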;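 also: 100% = tunicamycin at 10 µg/mL and 0% = DMSO only wells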
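Material: CHO cell line with stable XBP1 luciferase reporter; schedule: 16-18 h cell attachment at 37 °C, then 6 h compound exposure; signal: glow luminescence from Steady-Glo reagent; medium: serum-containing F12 medium, 10% FBS; benchmarks: tunicamycin 10 µg/mL and vehicle-only wells; read-out: percent activation relative to tunicamycin reference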
Jurkat NFkB inh: inhibitors of the PMA/ionomycin-induced NF-kB reporter in Jurkat cells. PMA/ionomycin-induced NF-kB luciferase reporter, luminescence. 330,000 tested, 0.53% active. inhibition, % at 4 µM; in the data active = inhibition above about 50%
697 NFkB inh: inhibitors of the PMA/ionomycin-induced NF-kB reporter in 697 B cells; 697 B-cell NF-kB luciferase reporter, 16 h; inhibition, % at 4 µM; 330,000 tested, 0.33% active; AID 435022; in the data active = inhibition above about 35%
TIM10 inh: inhibits growth of TIM10 yeast strain; S. cerevisiae TIM10 strain growth, BacTiter-Glo luminescence, 24 h; inhibition, % at 10 µM; 330,000 tested, 1.4% active; AID 463195;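 active = inhibition of 40% or more at the single tested concentration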;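 also: wild-type TIM10 isogenic control strain grown at permissive 25 °C; 0% = DMSO yeast wells and 100% = minimal medium wells without yeast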
tim23-1 inh: inhibits growth of tim23-1 mutant yeast | S. cerevisiae tim23-1 growth, BacTiter-Glo luminescence, 24 h | inhibition, % at 20 µM | 330,000 tested, 1.3% active;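 active = growth inhibition of the mutant yeast at or above 50%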;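 also: temperature-sensitive mutant grown at 25 °C; plate controls were DMSO-treated mutant yeast for no effect and medium wells lacking yeast for full effect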
Mdm2-MdmX inh: disrupts the human Mdm2-MdmX interaction | inhibition, % at 8 µM | O15151+Q00987 | SaOS-2 split-luciferase Mdm2/MdmX complementation, luminescence | 330,000 tested, 3% active;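 active = inhibition of at least 50% at 8 µM in the primary screen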
Target sequence (O15151 whole entry, looked up): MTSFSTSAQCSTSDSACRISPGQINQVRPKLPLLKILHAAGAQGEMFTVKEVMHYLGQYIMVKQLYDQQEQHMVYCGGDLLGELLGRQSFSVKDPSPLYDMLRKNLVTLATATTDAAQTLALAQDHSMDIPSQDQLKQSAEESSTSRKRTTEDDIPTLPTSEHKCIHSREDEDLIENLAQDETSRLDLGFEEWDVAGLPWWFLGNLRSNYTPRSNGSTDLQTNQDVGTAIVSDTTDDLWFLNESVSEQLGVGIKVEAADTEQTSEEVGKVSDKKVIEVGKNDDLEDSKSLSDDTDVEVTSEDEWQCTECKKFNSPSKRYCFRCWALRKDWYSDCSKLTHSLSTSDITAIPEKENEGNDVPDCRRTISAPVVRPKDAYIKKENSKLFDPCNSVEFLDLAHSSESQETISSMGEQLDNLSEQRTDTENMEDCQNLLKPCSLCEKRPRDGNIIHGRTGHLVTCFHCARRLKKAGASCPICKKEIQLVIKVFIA
Target sequence (Q00987 whole entry, looked up): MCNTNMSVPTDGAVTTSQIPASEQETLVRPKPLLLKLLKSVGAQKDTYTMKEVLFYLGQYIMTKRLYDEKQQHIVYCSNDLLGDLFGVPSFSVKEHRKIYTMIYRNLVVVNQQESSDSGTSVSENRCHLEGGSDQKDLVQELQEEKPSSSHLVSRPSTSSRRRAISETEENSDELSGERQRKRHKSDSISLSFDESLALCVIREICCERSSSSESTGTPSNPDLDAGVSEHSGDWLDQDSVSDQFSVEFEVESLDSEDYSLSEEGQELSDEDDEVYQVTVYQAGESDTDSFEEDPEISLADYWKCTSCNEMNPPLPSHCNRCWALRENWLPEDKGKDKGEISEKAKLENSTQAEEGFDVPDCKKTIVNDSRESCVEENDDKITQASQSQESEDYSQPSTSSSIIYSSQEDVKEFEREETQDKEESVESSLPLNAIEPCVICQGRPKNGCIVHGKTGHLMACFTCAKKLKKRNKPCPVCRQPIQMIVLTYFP
CHOP UPR activ: activators of apoptotic arm of unfolded protein response (CHOP); CHO-CHOP luciferase reporter, UPR activation, luminescence; percent of tunicamycin response over DMSO baseline; activation, % at 10 µM; 330,000 tested, 0.34% active; AID 449763;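 active = at 10 µM dose, activation of 40% or more, normalized to positive control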;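 also: 100% = tunicamycin at 10 µg/mL and 0% = DMSO alone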
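Assay system: CHO-CHOP cells, stable luciferase reporter of PERK-eIF2a-CHOP signalling / Buffer or medium: F12 plus 10% serum / Compound dosing: one dose, 10 µM in 0.5% DMSO / Times: 6 h compound treatment, 37 °C / Technique: luciferase luminescence / Read-out: % reporter activation, DMSO baseline versus tunicamycin full activation / Benchmarks: tunicamycin and DMSO controls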
An asterisk follows results filed as active.

1	Cn1c(Cn2nnc3ccccc32)nnc1SCC(=O)N1CCc2ccccc21
2	CC(=O)c1cccc(NC(=O)CCNC(=O)c2cccc(C)c2)c1
3	CCOc1ccc(NC(=O)NNC(=O)C2CCC(C(C)(C)C)CC2)cc1 (stereo not drawn)
4	O=C(O)c1cc(-c2ccccc2)n(-c2ccc(Cl)cc2)n1
5	CCOC(=O)c1cc2c(=O)n3ccccc3nc2n(CC(C)C)c1=NC(=O)c1c(-c2c(F)cccc2Cl)noc1C
6	CCc1ccc(C(=O)NNC(=O)OC)cc1

assay / compound	1	2	3	4	5	6
tim10-1 inh	2	-15	-4	-1	14	10
UPR XBP1 act	0	-1	-2	-1	1	1
Jurkat NFkB inh	-1	17	-17	5	-1	-11
697 NFkB inh	10	9	-2	18	37*	13
TIM10 inh	-6	-5	-3	3	12	-12
tim23-1 inh	2	7	12	11	29	1
Mdm2-MdmX inh	33	9	-10	-32	41	14
CHOP UPR activ	-2.1	-0.3	0.4	5.7	5.0	0.2

7	Cc1[nH]c2ccccc2c1/C=N/NC(=O)c1cc(C(C)(C)C)[nH]n1
8	CCCCCn1c(=O)c(C(=O)c2ccccc2)nc2ccccc21
9	CN(CCC1CCCCO1)Cc1cn(C)nc1-c1ccc2c(c1)OCCO2 (stereo not drawn)
10	Cc1n[nH]c(C)c1N1C(=O)c2cccc3cc(Br)cc(c23)C1=O
11	COc1ccc(C2C3=C(CC(C)(C)CC3=O)OC(N)=C2[N+](=O)[O-])cc1 (stereo not drawn)
12	CN(C)C(=O)c1ccccc1NC(=O)Cc1cccc2ccccc12

assay / compound	7	8	9	10	11	12
tim10-1 inh	27	19	5	0	22	-4
UPR XBP1 act	6	3	1	-4	-1	-6
Jurkat NFkB inh	-29	17	4	23	10	-3
697 NFkB inh	-54	7	7	15	16	11
TIM10 inh	-6	23	13	-8	9	0
tim23-1 inh	26	37	5	-1	11	9
Mdm2-MdmX inh	-15	7	18	14	5	29
CHOP UPR activ	-1.0	0.5	0.1	-1.8	-0.8	-1.7

13	CCN=C1S/C(=C\c2cc(Br)c(O)c(OC)c2)C(=O)N1CC
14	COCCn1c(=N)c(S(=O)(=O)c2ccc(F)cc2)cc2c(=O)n3cccc(C)c3nc21
15	Cc1cc(C)nc(NC(=O)c2cccs2)n1
16	CCC(C(=O)NC1CC(C)(C)NC(C)(C)C1)c1ccccc1 (stereo not drawn)
17	NC(=O)C1=C[C@@H](c2ccc(Br)cc2)C[C@@H](OCc2ccc(CO)cc2)O1
18	CC(C)CN(C(=O)COC(=O)c1ccc2c(c1)OCCO2)c1c(N)n(Cc2ccccc2)c(=O)[nH]c1=O

assay / compound	13	14	15	16	17	18
tim10-1 inh	-5	30	2	9	9	4
UPR XBP1 act	9	2	3	-1	1	3
Jurkat NFkB inh	4	7	-10	3	-4	12
697 NFkB inh	7	11	3	8	-5	7
TIM10 inh	-26	14	-5	-3	-19	3
tim23-1 inh	16	35	3	10	24	1
Mdm2-MdmX inh	8	47	-3	6	18	-4
CHOP UPR activ	0.4	0.3	-0.1	0.7	0.7	-0.9

19	COc1ccc(N2C3=C(CC4=C2CC(C)(C)CC4=O)C(=O)CC(C)(C)C3)cc1
20	CN(C)CCCNC(=O)CCC1CCCCC1
21	O=C(c1ccc(Cl)s1)N1CCN(c2ccccc2)CC1
22	S=C(Nc1cccc(Cl)c1)Nc1ccccc1Oc1ccccc1
23	CCCC(C)NC(=O)Cc1ccccc1[N+](=O)[O-] (stereo not drawn)
24	Cc1ccccc1NC(=S)N(Cc1ccccn1)Cc1ccccc1Cl

assay / compound	19	20	21	22	23	24
tim10-1 inh	28	0	31	33	4	45*
UPR XBP1 act	-10	4	-1	-1	1	3
Jurkat NFkB inh	1	7	30	-11	10	-17
697 NFkB inh	2	20	-12	21	14	24
TIM10 inh	25	5	1	38	14	27
tim23-1 inh	21	-3	11	29	9	36
Mdm2-MdmX inh	33	-4	-24	14	-29	0
CHOP UPR activ	-3.5	-1.4	1.1	-5.1	18	6.7

25	CCCn1c(C2CCCN2c2nc(-c3cccc(Br)c3)cs2)nc2cc(Cl)c(Cl)cc21 (stereo not drawn)
26	O=[N+]([O-])c1ccc(NC(=S)NCc2ccc(F)cc2)cc1
27	O=C(c1ccc(F)cc1F)N1CCC(N2CCC(C(=O)N3CCOCC3)CC2)CC1
28	c1nc(N2CCN(Cc3ccc4c(c3)OCO4)CC2)c2[nH]cnc2n1
29	CC(=O)NC1(C(F)(F)F)NC(=O)N(CCc2ccccc2)C1=O (stereo not drawn)
30	Cc1ccc2[nH]c(=O)c(C(c3nnnn3CC3CCCO3)N3CCc4ccccc4C3)cc2c1 (stereo not drawn)

assay / compound	25	26	27	28	29	30
tim10-1 inh	36	36	0	7	6	21
UPR XBP1 act	0	-6	0	2	4	2
Jurkat NFkB inh	3	16	15	8	2	18
697 NFkB inh	-17	1	-5	1	12	3
TIM10 inh	-4	42*	10	0	6	19
tim23-1 inh	2	41	10	24	4	13
Mdm2-MdmX inh	4	74*	20	5	-30	20
CHOP UPR activ	-2.5	-0.8	-0.5	1.2	-0.1	-1.0

Among those listed so far, 8 contain four or more nitrogen atoms:
1	Cn1c(Cn2nnc3ccccc32)nnc1SCC(=O)N1CCc2ccccc21
5	CCOC(=O)c1cc2c(=O)n3ccccc3nc2n(CC(C)C)c1=NC(=O)c1c(-c2c(F)cccc2Cl)noc1C
7	Cc1[nH]c2ccccc2c1/C=N/NC(=O)c1cc(C(C)(C)C)[nH]n1
14	COCCn1c(=N)c(S(=O)(=O)c2ccc(F)cc2)cc2c(=O)n3cccc(C)c3nc21
18	CC(C)CN(C(=O)COC(=O)c1ccc2c(c1)OCCO2)c1c(N)n(Cc2ccccc2)c(=O)[nH]c1=O
25	CCCn1c(C2CCCN2c2nc(-c3cccc(Br)c3)cs2)nc2cc(Cl)c(Cl)cc21 (stereo not drawn)
28	c1nc(N2CCN(Cc3ccc4c(c3)OCO4)CC2)c2[nH]cnc2n1
30	Cc1ccc2[nH]c(=O)c(C(c3nnnn3CC3CCCO3)N3CCc4ccccc4C3)cc2c1 (stereo not drawn)

assay / compound	1	5	7	14	18	25	28	30
tim10-1 inh	2	14	27	30	4	36	7	21
UPR XBP1 act	0	1	6	2	3	0	2	2
Jurkat NFkB inh	-1	-1	-29	7	12	3	8	18
697 NFkB inh	10	37*	-54	11	7	-17	1	3
TIM10 inh	-6	12	-6	14	3	-4	0	19
tim23-1 inh	2	29	26	35	1	2	24	13
Mdm2-MdmX inh	33	41	-15	47	-4	4	5	20
CHOP UPR activ	-2.1	5.0	-1.0	0.3	-0.9	-2.5	1.2	-1.0

Continued.
31	Cc1nonc1CC(=O)N1CCCC(C(=O)c2ccc(Cl)cc2)C1 (stereo not drawn)
32	CC1CN(Cc2cc(=O)n3ccsc3n2)CC(C)O1 (stereo not drawn)
33	COc1ccc(C2(C(=O)Nc3nncs3)CCCC2)cc1
34	O=C(CN1C(=O)C2CCCCC2C1=O)Nc1cc(C(F)(F)F)ccc1N1CCCC1 (stereo not drawn)
35	COc1ccccc1NC(=O)COC(=O)c1ccc2c(c1)OCCO2
36	COc1ccc(C(=O)N2CCOCC2)cc1S(=O)(=O)N1CCCc2ccccc21

assay / compound	31	32	33	34	35	36
tim10-1 inh	-1	3	13	2	-9	1
UPR XBP1 act	0	1	0	2	-2	-3
Jurkat NFkB inh	-3	5	-2	1	6	6
697 NFkB inh	2	18	-11	13	17	8
TIM10 inh	1	3	-2	8	-1	5
tim23-1 inh	19	15	19	9	-7	3
Mdm2-MdmX inh	2	-25	-4	15	-11	16
CHOP UPR activ	0.0	-1.6	-0.1	-1.5	4.2	1.9

37	Cc1[nH]nc2c1C(c1ccc(F)cc1)C(C#N)=C(N)O2 (stereo not drawn)
38	Cc1ccc(C)c(OCCn2cc(/C=C(\C#N)C(=O)NCc3ccco3)c3ccccc32)c1
39	O=C(COC(=O)c1ccc(S(=O)(=O)C(F)F)cc1)Nc1cccnc1Cl
40	O=C(COc1c(Cl)cccc1Cl)Nc1ccccc1N1CCCC1
41	CC(C)OCCCNC(=O)c1c(N)n(/N=C/c2ccccn2)c2nc3ccccc3nc12
42	C=CCN1C(=O)/C(=C\c2ccc(Oc3nc(N4CCOCC4)nc(N4CCOCC4)n3)c(OC)c2)SC1=S

assay / compound	37	38	39	40	41	42
tim10-1 inh	5	17	2	11	9	15
UPR XBP1 act	3	-3	0	-5	20	-1
Jurkat NFkB inh	2	8	1	8	39	10
697 NFkB inh	8	9	-1	1	44*	20
TIM10 inh	2	10	1	6	8	3
tim23-1 inh	7	10	-3	34	8	11
Mdm2-MdmX inh	12	34	14	40	64*	2
CHOP UPR activ	1.0	2.7	-0.6	1.5	4.8	-0.3

43	Cc1ccc(C(=O)CN2C(=O)NC3(CCCCC3C)C2=O)s1 (stereo not drawn)
44	CCOC(=O)N1CCN(c2cc(C)c([N+](=O)[O-])cc2F)CC1
45	CC(C)=CC(=O)N1CCCC(N2CCN(c3ccccc3C)CC2)C1 (stereo not drawn)
46	S=C(Nc1ccccc1)NC1CCN(Cc2ccccc2)CC1
47	COc1cccc(C(=O)NC(=S)Nc2ccc(N3CCCC3)cc2)c1
48	S=C(Nc1ccccc1Oc1ccccc1)NC1CCCC1

assay / compound	43	44	45	46	47	48
tim10-1 inh	8	21	5	-6	20	24
UPR XBP1 act	1	1	4	3	0	4
Jurkat NFkB inh	-5	-26	-2	0	-5	3
697 NFkB inh	2	-21	-11	10	-30	2
TIM10 inh	3	5	-8	-9	25	41*
tim23-1 inh	19	20	9	-8	36	37
Mdm2-MdmX inh	-24	8	10	6	8	8
CHOP UPR activ	2.6	-1.1	3.3	-0.4	6.4	-1.4

49	O=C(Nc1ccc(N2CCN(C(=O)c3ccco3)CC2)cc1)c1ccco1
50	C=CCSc1nnc(CNC(=O)c2ccccc2C)n1C(C)C
51	COc1cc(OC)c(-c2nc3cnccc3n2C)cc1OC
52	Cc1cc(C)cc(OC(=O)CN2C(=O)c3ccccc3C2=O)c1
53	O=C(O)/C(=C\c1cccs1)c1ccc(F)cc1
54	Nc1nc(Cl)cc(-c2ccccc2)n1
55	CCOCCCNC(=O)c1ccc2c(c1)OCO2

assay / compound	49	50	51	52	53	54	55
tim10-1 inh	9	11	-1	35	-12	9	4
UPR XBP1 act	0	-2	-3	-5	0	-2	1
Jurkat NFkB inh	-3	8	-5	1	7	2	-17
697 NFkB inh	3	-19	18	1	18	-6	-16
TIM10 inh	13	-4	13	9	9	1	-1
tim23-1 inh	-1	4	2	29	19	10	-2
Mdm2-MdmX inh	-16	-16	5	15	-13	-11	-31
CHOP UPR activ	0.0	0.4	-2.7	1.1	-0.3	-1.3	3.0
